GLP1R cytotox: qHTS of GLP-1 Receptor Inverse Agonists: Cytotox Screen; hit rate 0.13% among 410,000; HEK293 cAMP-luciferase reporter cells, luminescence, 24 h; Potency, µM (highest dose often 38.3 µM), inactives show at the highest dose activity change, negative = inhibition, usual class: inhibitors;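 also: loss of luciferase light is scored as toxicity; % is scaled to controls: 0 for no effect and ±100 for the full control effect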
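Luminescence readout: signal drop marks cytotoxicity. Plated cells grew 12 h at 37 °C, 5% CO2, received 23 nL compound for 24 h, then got luciferase reagent, read after 12 min at RT.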
KB-V1 MDR tox: qHTS assay for MDR1-selective chemotherapeutics: Primary screen using the drug-selected MDR subline cells KB-V1. KB-V1 MDR cells viability, CellTiter-Glo, 72 h. Potency, µM (doses to about 46.1 µM), without a hit: top-dose activity change, negative = cytotoxicity, usual class: cytotoxic. AID 1347076, 2019. hit rate 3.4% among 400,000; also: % is scaled to controls: 0 for no effect and ±100 for the full control effect; nearly all actives have a fitted effect of over 60% in size
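Cytotoxicity toward P-gp-expressing KB-V1 cells was determined as loss of CellTiter-Glo luminescence after 72 h at 37 degrees C. Compounds were tested in quantitative HTS format across a concentration range, with curves fitted to normalized data.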
GLP-1R agonist: qHTS of GLP-1 Receptor Agonists; Potency, µM (series often up to 45.6 µM), inactives show at the highest dose activation, actives largely listed as activators; Glucagon-like peptide 1 receptor (Homo sapiens), P43220; HEK293 GLP-1R CRE-luciferase, luminescence, 4-6 h; cells express a hypersensitive GLP-1R form; hit rate 0.007% among 380,000; also: % of control where 0% means no effect
Target sequence (P43220 whole entry, looked up): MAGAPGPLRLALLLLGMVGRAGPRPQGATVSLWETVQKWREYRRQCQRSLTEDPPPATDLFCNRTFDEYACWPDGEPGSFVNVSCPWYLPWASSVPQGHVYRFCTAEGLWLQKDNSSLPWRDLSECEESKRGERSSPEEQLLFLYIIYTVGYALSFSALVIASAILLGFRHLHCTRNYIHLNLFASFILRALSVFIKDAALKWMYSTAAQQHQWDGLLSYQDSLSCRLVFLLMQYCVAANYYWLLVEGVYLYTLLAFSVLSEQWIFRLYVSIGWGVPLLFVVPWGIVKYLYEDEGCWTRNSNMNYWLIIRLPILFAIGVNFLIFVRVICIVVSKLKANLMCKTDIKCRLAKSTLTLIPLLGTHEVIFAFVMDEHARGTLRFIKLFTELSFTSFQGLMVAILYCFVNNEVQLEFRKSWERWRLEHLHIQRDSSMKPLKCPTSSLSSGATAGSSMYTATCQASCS
SW480 rerep: A quantitative high throughput screen for small molecules that induce DNA re-replication in SW480 colon adenocarcinoma cells | SW480 DNA re-replication, Hoechst DNA content imaging, 48 h | Potency, µM (series often up to 46.1 µM), without a hit: at the top dose re-replication activation, actives largely listed as activators | hit rate 1.8% among 340,000; also: % of control where 0% means no effect; nearly all actives have a fitted effect of over 55% in size
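Treated cells incubate 48 hr (37 C, 5% CO2), are stained 40 min with Hoechst, and nuclear fluorescence is enumerated; a rise in nuclei with high DNA signal marks re-replication.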
HT1080 IDH1KD tx: qHTS for induction of synthetic lethality in tumor cells producing 2HG: qHTS for the HT-1080-IDH1KD cell line. HT-1080 IDH1 knockdown viability, ATP luminescence, 48 h. Potency, µM (highest dose often 46.1 µM), for the others: at the highest dose activity, negative = toxicity, hits mostly cytotoxic. hit rate 2% among 360,000. AID 686971, 2013;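 also: 0% = DMSO wells and -100% = cell-free medium wells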
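CellTiter-Glo luminescence after 48 h compound exposure at 37 degrees C of IDH1-knockdown HT-1080 cells in 5% FBS RPMI. %Activity scaled between DMSO wells and cell-free media wells, with curves fitted and assigned curve classes.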
KB-3-1 tox: qHTS assay for MDR1-selective chemotherapeutics: Primary screen using the parental adenocarcinoma cell KB-3-1; KB-3-1 viability, CellTiter-Glo ATP luminescence, 72 h; hit rate 1.4% among 400,000; Potency, µM (doses to about 46.1 µM), inactives show at the top dose activity change, negative = cytotoxic, hits mostly cytotoxic; also: % is scaled to controls: 0 for no effect and ±100 for the full control effect; nearly all actives have a fitted effect of over 60% in size
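72 h, 37 °C compound treatment of KB-3-1 parental cells; CellTiter-Glo added, 10 min, luminescence read. Data corrected against DMSO-only plates and normalized before curve fitting.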
TDP43 rescue: qHTS of TDP-43 Inhibitors | Potency, µM (titrated, usually from 46.1 µM), without a hit: top-dose growth rescue (activation), usual class: activators | TDP-43 expressing yeast growth rescue, BacTiter-Glo, 24 h | AID 652104, 2013 | hit rate 1.8% among 410,000; also: % of control where 0% means no effect; nearly all actives have a fitted effect of over 50% in size
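Yeast expressing TDP-43 (pregrown in raffinose, seeded at OD600=0.02 in galactose medium) exposed to compounds 24 hr at 30 deg C. Growth read by BacTiter-Glo luminescence; rescue of toxicity appears as increased signal.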
GLP1R inv ag: qHTS of GLP-1 Receptor Inverse Agonists (Inhibition Mode); Glucagon-like peptide 1 receptor (Homo sapiens), P43220; HEK293 GLP-1R CRE-luciferase, luminescence, 24 h; GLP-1R form is constitutively active; Potency, µM (doses to about 38.3 µM), inactives show at the top dose activity change, negative = inhibition, actives largely listed as inhibitors; hit rate 1.6% among 410,000; AID 624417, 2012; also: % is scaled to controls: 0 for no effect and ±100 for the full control effect; nearly all actives have a fitted effect of over 55% in size
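Inverse agonists were sought by their lowering of basal cAMP reporter luciferase output in HEK293 cells stably carrying constitutively active human GLP-1R, after 24 h compound treatment.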
HT1080-NT tox: qHTS for induction of synthetic lethality in tumor cells producing 2HG: qHTS for the HT-1080-NT fibrosarcoma cell line. HT-1080-NT fibrosarcoma viability, CellTiter-Glo ATP luminescence, 48 h. Potency, µM (doses to about 46.1 µM), for the others: at the highest dose activity, negative = less viability, hits mostly cytotoxic. hit rate 1.6% among 360,000. AID 686970, 2013;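 also: NT is the 2HG producing partner of a matched IDH1 knockdown line; 0% = DMSO-treated cells and -100% = media-only wells without cells; nearly all actives have a fitted effect of over 55% in size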
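750 cells/well, RPMI + 5% FBS; 2 h settle, compound pin-transfer, 48 h at 37 degrees C. CellTiter-Glo 10 min RT, luminescence. Normalized to DMSO and media-only wells.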
Numbers without * were called inactive; ? = inconclusive; nt = no result given; & = joins results of further samples; ! = not active in a repeat; [ ] = dose if it differs, or a comment. Calls follow the shape of the dose curve; as a rule, active = well fitted curve in the direction sought with a large enough effect; inconclusive = small, poorly fitted or top-dose-only effect, or another doubt; inactive = no such curve, though single readings can be large; an effect the other way counts as inactive or inconclusive. Potency is read from the fitted curve at half-maximal effect. Rows were taken by chance (roughly 9.4% active in at least one column).

item | Compound | GLP1R cytotox | KB-V1 MDR tox | GLP-1R agonist | SW480 rerep | HT1080 IDH1KD tx
1 | COc1ccc(NC(=O)C(c2ccccc2F)n2c(=O)c(-c3ccco3)nc3ccccc32)cc1 (stereo not drawn) | -6% | 1% | nt | nt | -6%
2 | CCCCC(=O)Nc1ccc(NC(=O)c2ccccc2OC)cn1 | -7% | -1% | -8% | -1% | 9%
3 | CSCCC(NC(=O)COc1ccccc1)C(=O)N1CCN(c2ccccc2)CC1 (stereo not drawn) | -11% | -6% | 1% | -5% | -4%
4 | Fc1ccccc1CNCc1ccc2c(c1)OCO2 | -15% | -3% | 3% | -2% | 4%
5 | COc1ccccc1/C=N/NC(=O)c1cccc(NC(=O)c2ccccc2Cl)c1 | 0%[7.66 µM] | 11% | 12% | 0% | 11%
6 | CN(C)C(=O)N1CCc2ccc([N+](=O)[O-])cc21 | 3% | -1% | 14% | nt | 17%
7 | C=C(C)c1cccc(C(C)(C)NC(=O)NC(c2ccccc2)c2ccc(OC)cc2)c1 (stereo not drawn) | 7% | -1% | -7% | -1% | 17%
8 | Cc1cccc(NC(=O)CSc2nnc(CNC(=O)c3ccc(S(=O)(=O)N(C)C)cc3)n2-c2cccc(C)c2)c1 | 0%[1.53 µM] | -1% | -3% | -1% | -4%
9 | CC1CCN(S(=O)(=O)c2cc(C(=O)N3CCN(c4ncccn4)CC3)ccc2Br)CC1 | 10% | -29% | -1% | 0% | -20%
10 | CCc1ccc2[nH]c(=O)c(CN(Cc3ccccc3OC)Cc3nnnn3Cc3ccco3)cc2c1 | ? | ? | -13% | ? | ?
11 | COc1ccccc1N1CCN(C(=O)c2cc(-c3ccc(F)cc3)on2)CC1 | 0%&-3% | ? | 7% | -1% | 16%
12 | Cc1ccc2c(c1)N(CC(=O)NC1CCCCC1C)C(=O)CO2 (stereo not drawn) | -14% | -4% | -3% | -5% | -1%

item | KB-3-1 tox | TDP43 rescue | GLP1R inv ag | HT1080-NT tox
1 | 3% | ? | -12% | -5%
2 | 20% | 24% | 1% | 9%
3 | -4% | 13% | ? | -3%
4 | -2% | 0% | -8% | -4%
5 | 17% | -3%[9.22 µM] | -2%[7.66 µM] | -2%
6 | 17% | 28% | 12% | 4%
7 | -12% | 13% | -30% | 6%
8 | ? | 6% | -8% | -1%
9 | -25% | ? | -7% | -1%
10 | 21µM* | -11% | ? | ?
11 | -26%&2% | 13µM*! | 7%&8% | 4%
12 | -4% | 15% | -25% | 6%

(continued)
item | Compound | GLP1R cytotox | KB-V1 MDR tox | GLP-1R agonist | SW480 rerep | HT1080 IDH1KD tx
13 | Cc1ccc(-n2nc(C(=O)NCCc3cccc(C)c3)c3c4ccccc4n(C)c3c2=O)cc1 | -3% | -18% | nt | nt | nt
14 | O=C(Nc1cccc(S(=O)(=O)NC2=NCCC2)c1)c1ccc(F)cc1 | -23% | -8% | -7% | -5% | -10%
15 | CCCCC1=CC2=C(c3ccco3)C(=O)C(C)(OC(=O)c3ccc(OC)cc3)C(=O)C2=CN1Cc1ccccc1 (stereo not drawn) | 0% | 20% | 7% | -28%[9.22 µM] | 6%
16 | O=C(CN1c2cccc3cccc(c23)S1(=O)=O)Nc1ccc(F)c(F)c1F | -3% | -17% | 13% | 11% | -15%
17 | CC1=CC2=NC(=O)C(c3ccccc3)C(=O)N2C=C1 (stereo not drawn) | 5% | 0% | 2% | 2% | 1%
18 | O=C(C1CCN(C2CCN(Cc3ccc4c(c3)CCO4)CC2)CC1)N1CCOCC1 | -2% | -47% | -4% | ? | -2%
19 | Cc1cc(=O)[nH]c(SCc2cc(=O)n3nc(C)sc3n2)n1 | -11% | 0% | 5% | -3% | -1%
20 | Cn1c(=O)c(C(=O)c2ccccc2)c(O)c2ccccc21 | -13% | ? | 5% | ? | 4%
21 | CC1=C(C(=O)Nc2ccccc2C(=O)NCCCOC(C)C)SCCO1 | 1% | -2% | -7% | -19% | 0%
22 | Cc1cc(C)c(C(=O)CN2C(=O)NC3(CCCCCC3)C2=O)cc1C | -11% | -26% | 16% | -8% | 8%
23 | COC(=O)c1ccc(C2C(Oc3ccccc3C)C(=O)N2CCc2ccc(OC)c(OC)c2)cc1 (stereo not drawn) | -12% | -24% | 7% | -2%[9.22 µM] | -1%
24 | COc1cc(NC(=O)CCn2c(=O)[nH]c3ccsc3c2=O)cc(OC)c1 | 10% | -5% | -1% | -6% | 20%

item | KB-3-1 tox | TDP43 rescue | GLP1R inv ag | HT1080-NT tox
13 | 0% | -3% | 1% | nt
14 | -5% | -1% | -6% | -8%
15 | -1% | 16% | -3% | 6%
16 | -1% | -24% | ? | -23%
17 | 1% | 0% | 28% | 0%
18 | ? | -11% | ? | 3%
19 | 14% | 0% | -11% | -9%
20 | 19% | -52%[inhibitor] | 21% | 13%
21 | -18% | -15% | 3% | -6%
22 | ? | -32%[inhibitor] | -33% | 7%
23 | 1% | 13% | ? | -14%
24 | 1% | -11% | 1% | 8%

Later entries
item | Compound | GLP1R cytotox | KB-V1 MDR tox | GLP-1R agonist | SW480 rerep | HT1080 IDH1KD tx
25 | CCOc1ccc2nc(NC(=O)c3nc(SCc4ccccc4C)ncc3Cl)sc2c1 | 2% | -8% | nt | nt | nt
26 | COc1ccc(NC(=O)CSc2nnnn2C2CC3C=CC2C3)cc1 (stereo not drawn) | ? | 29% | 19% | -6% | 0%
27 | CS(=O)(=O)c1ccc(C(=O)NCC2(N3CCOCC3)CCCCC2)cc1 | -3% | 0% | 10% | -4% | 1%
28 | Cc1ccc(S(=O)(=O)c2nc(Nc3ccccc3N3CCOCC3)sc2Cl)cc1 | 13% | 10µM* | 0% | 5% | 7%
29 | COc1ccc(C(CCN(Cc2ccc(OC)c(OC)c2)C(=O)CCl)c2ccccc2)cc1 (stereo not drawn) | ? | 21µM* | -53%[inhibitor] | 23µM* | 16µM*
30 | CN1CCN(C(=O)CN(Cc2ccccc2)S(C)(=O)=O)CC1 | 10% | 5% | 1% | 13% | -11%
31 | Cc1cc(S(=O)(=O)Nc2cc3c(cc2N2CCOCC2)n(C)c(=O)c(=O)n3C)ccc1F | -5% | 1% | nt | nt | nt
32 | CSCC(C)N1CCC(N2CCC(C(=O)NCc3ccccn3)CC2)CC1 (stereo not drawn) | 6% | 28% | -4% | -6% | -4%
33 | Cn1c(/C(C#N)=C/C2CC=CCC2)nc2ccccc21 (stereo not drawn) | 12% | 2% | -2% | -9% | ?
34 | CC(=O)Nc1ccc(C(=O)/C=C/c2ccc[nH]2)cc1 | -22% | 4% | 17% | 3% | 8%
35 | COc1ccc(NC(=O)c2sc3nc(C)c(C(=O)Nc4ccc(C)cc4C)c(-c4ccc(C)o4)c3c2N)cc1 | 8% | -8% | nt | nt | nt
36 | COCCCNC(=O)/C=C/c1ccc(Cl)cc1 | -2% | -7% | -8% | 15% | -9%

item | KB-3-1 tox | TDP43 rescue | GLP1R inv ag | HT1080-NT tox
25 | 3% | -28% | 12% | nt
26 | 9% | 16% | ? | -1%
27 | -2% | -11% | 3% | 6%
28 | -1% | -11% | 4% | 20%
29 | ? | 7% | ? | ?
30 | -3% | -16% | -23% | -10%[9.24 µM]
31 | 14% | 8% | 9% | nt
32 | 7% | 15% | 5% | 3%
33 | 3% | -22% | ? | ?
34 | 5% | -12% | 35%[activator] | -5%
35 | -4% | ? | -2% | nt
36 | 10% | 17% | -3% | 2%

At a glance, part of the list above.
item | Compound | GLP1R cytotox | KB-V1 MDR tox | GLP-1R agonist | SW480 rerep | HT1080 IDH1KD tx
25 | CCOc1ccc2nc(NC(=O)c3nc(SCc4ccccc4C)ncc3Cl)sc2c1 | 2% | -8% | nt | nt | nt
26 | COc1ccc(NC(=O)CSc2nnnn2C2CC3C=CC2C3)cc1 (stereo not drawn) | ? | 29% | 19% | -6% | 0%
27 | CS(=O)(=O)c1ccc(C(=O)NCC2(N3CCOCC3)CCCCC2)cc1 | -3% | 0% | 10% | -4% | 1%
28 | Cc1ccc(S(=O)(=O)c2nc(Nc3ccccc3N3CCOCC3)sc2Cl)cc1 | 13% | 10µM* | 0% | 5% | 7%
29 | COc1ccc(C(CCN(Cc2ccc(OC)c(OC)c2)C(=O)CCl)c2ccccc2)cc1 (stereo not drawn) | ? | 21µM* | -53%[inhibitor] | 23µM* | 16µM*

item | KB-3-1 tox | TDP43 rescue | GLP1R inv ag | HT1080-NT tox
25 | 3% | -28% | 12% | nt
26 | 9% | 16% | ? | -1%
27 | -2% | -11% | 3% | 6%
28 | -1% | -11% | 4% | 20%
29 | ? | 7% | ? | ?

(listing goes on)
item | Compound | GLP1R cytotox | KB-V1 MDR tox | GLP-1R agonist | SW480 rerep | HT1080 IDH1KD tx
37 | Cc1c(Cl)c([N+](=O)[O-])nn1CC(=O)NC12CC3CC(CC(C3)C1)C2 | -8% | 2% | -1% | -3% | -22%
38 | CCC(=O)Nc1cc(Cl)ccc1C(=O)O | -4% | 10% | -12% | 1% | -15%
39 | Cc1nn(Cc2ccccc2)c(Cl)c1C(=O)OCc1nnc(-c2ccccc2)o1 | -13% | 7.3µM* | 24% | -1% | -18%
40 | CCCCn1c(SCc2nc(N)nc(N3CCCCC3)n2)nc2c1c(=O)n(C)c(=O)n2C | -7% | 8.2µM* | -4% | ? | 12%

item | KB-3-1 tox | TDP43 rescue | GLP1R inv ag | HT1080-NT tox
37 | -1% | 29% | ? | -20%
38 | 8% | -3% | 7% | -8%
39 | -18% | 9% | 0% | -6%
40 | -3% | 2% | 23% | 16%
